# Bioassay records from PubChem BioAssay.
# ROCK2 inh – ROCK2 (human) kinase inhibition. O75116. inhibition, % at 6 µM. purified ROCK2, Kinase-Glo ATP depletion luminescence. AID 604. 0.35% of 60,000 active;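 active = inhibition above the screen-wide mean inhibition plus 3 SD, cut at about 18% in these data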;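 also: plate controls were DMSO wells for no effect and Y-27632 control wells after no-enzyme background subtraction for full effect; many of its hits are not listed in these tables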
# CatB block – blocks human cathepsin B protease activity; P07858; purified cathepsin B, fluorogenic substrate, fluorescence; inhibition, %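 (tested at 10 µM)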; 0.1% of 63,000 active; AID 453; in the data active = inhibition above about 21%;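 also: 0% = enzyme with no compound and 100% = no enzyme blank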
# RORa activator – RORA (human) activation. CHO-K1 Gal4-RORA LBD luciferase reporter, luminescence; percent increase over mock-subtracted basal signal. activation, % at 10 µM. 1.5% of 65,000 active. AID 560;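 active = activation above the mean of all tested compounds plus 3 SD, cut at about 49% in these data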;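 also: 0% = DMSO-treated RORA cells and 100% = added signal equal to DMSO minus mock-transfected cells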
# Target sequence (P35398 whole entry, looked up, the tested form may be a part): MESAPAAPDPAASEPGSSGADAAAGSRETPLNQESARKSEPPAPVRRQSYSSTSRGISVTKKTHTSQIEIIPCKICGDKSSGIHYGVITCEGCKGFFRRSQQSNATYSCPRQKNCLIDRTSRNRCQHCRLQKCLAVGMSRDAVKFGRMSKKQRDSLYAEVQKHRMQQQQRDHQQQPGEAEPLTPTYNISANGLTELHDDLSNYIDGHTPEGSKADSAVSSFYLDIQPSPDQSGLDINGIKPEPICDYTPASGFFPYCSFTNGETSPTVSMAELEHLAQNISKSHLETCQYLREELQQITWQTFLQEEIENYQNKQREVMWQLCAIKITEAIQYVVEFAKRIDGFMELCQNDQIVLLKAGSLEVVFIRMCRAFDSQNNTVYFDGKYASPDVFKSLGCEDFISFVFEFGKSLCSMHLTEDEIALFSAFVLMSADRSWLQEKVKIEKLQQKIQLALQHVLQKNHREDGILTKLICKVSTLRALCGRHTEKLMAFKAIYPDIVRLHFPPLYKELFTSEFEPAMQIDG
# AP ELISA ortho – alternative pathway complement inhibition, orthogonal assay | Human serum alternative complement pathway, LPS-coated ELISA, C3 deposition; tested in compound mixtures | inhibition, % at 5 µM | 0.08% of 62,000 active | AID 1235;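 active = inhibition above 30% in each of the two pooled mixtures holding the compound, so the lower value exceeds 30%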;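 also: 0% = serum in Mg-EGTA without compound and 100% = EDTA serum blank; some compounds past the cut are filed as inactive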
#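 Test system: human serum alternative complement pathway, C3 deposition on LPS-coated wells; also added: Plate-bound LPS; doses: 5 µM per compound in ten-compound mixtures; schedule: 1 h at 37 °C; detection: Anti-C3 ELISA, OD 450 nm; evaluation: percent inhibition of C3 deposition onto LPS; repeats: two pool placements per compound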
# PKA inh – blocks human protein kinase A activity; P17612; PKA Kemptide phosphorylation, Kinase-Glo ATP luminescence; inhibition, % at 6 µM; 0.1% of 65,000 active; AID 524;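 active = inhibition above the screen-wide mean inhibition plus 3 SD, cut at about 21% in these data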; also: many of its hits are not listed in these tables
# Ec RNAP inh – blocks E. coli RNA polymerase transcription; inhibition, %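 (tested at 10 µM)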; 0.2% of 62,000 active; AID 559; fluorescence transcription assay; in the data active = inhibition above about 20%;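 also: 0% = enzyme without compound and 100% = no enzyme blank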
# CatS inh – blocks human cathepsin S protease activity. P25774. recombinant cathepsin S, AMC dipeptide fluorescence, pooled mixtures. inhibition, %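 (tested at 5 µM per compound within 10-compound mixtures)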. 0.06% of 62,000 active; in the data active = inhibition above about 32%, passing the limit was not always enough;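 also: 0% = enzyme without compound and 100% = blank without enzyme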
# CatB mix inh – human cathepsin B inhibition by mixtures; P07858; Purified cathepsin B, AMC dipeptide fluorescence, compound mixtures; inhibition, %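 (ten-compound pools at 5 µM per compound and 50 µM total)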; 0.06% of 62,000 active; in the data active = inhibition above about 22%, passing the limit was not always enough;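 also: 0% = enzyme without compound and 100% = no enzyme blank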
# JNK3 blocker – blocks human JNK3 kinase activity. P53779. purified JNK3 kinase activity, HTS. inhibition, % at 8 µM. 0.61% of 60,000 active; in the data active = inhibition above about 17%;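 also: 0% = DMSO and 100% = reference inhibitor; many of its hits are not listed in these tables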
# Target sequence (P53779 whole entry, looked up): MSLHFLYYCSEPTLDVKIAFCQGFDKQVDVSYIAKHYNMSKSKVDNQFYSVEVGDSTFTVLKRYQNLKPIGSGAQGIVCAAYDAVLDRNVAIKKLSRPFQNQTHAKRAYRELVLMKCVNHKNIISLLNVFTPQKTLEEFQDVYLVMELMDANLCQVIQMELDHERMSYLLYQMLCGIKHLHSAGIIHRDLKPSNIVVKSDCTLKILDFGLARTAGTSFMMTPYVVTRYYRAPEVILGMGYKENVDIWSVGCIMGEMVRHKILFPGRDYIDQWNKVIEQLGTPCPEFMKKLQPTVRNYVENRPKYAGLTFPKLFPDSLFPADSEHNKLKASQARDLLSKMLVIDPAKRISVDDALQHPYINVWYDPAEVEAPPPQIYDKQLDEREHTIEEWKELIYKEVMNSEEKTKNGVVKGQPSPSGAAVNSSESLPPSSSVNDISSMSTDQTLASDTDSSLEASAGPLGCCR
# * marks the source's active call; other numbers are inactive results; nt = not tested or not shown. The list is partial (hit frequency here may not be typical).
SMILES,ROCK2 inh,CatB block,RORa activator,AP ELISA ortho,PKA inh,Ec RNAP inh,CatS inh,CatB mix inh,JNK3 blocker
CCCS(=O)(=O)N1CCN(C(=O)c2cccc(OC)c2)CC1,nt,3,-4,16,6,0,-10,1,nt
O=C(c1cc(-c2ccco2)on1)N1CCc2ccccc2C1,4,2,8,13,9,0,-3,2,-7
O=C(Cn1cnc2sc(-c3ccccc3)cc2c1=O)NCc1ccco1,6,2,36,4,5,10,14,-7,2
Cn1c(SCc2c(F)cccc2Cl)nnc1-c1cccs1,1,1,102*,-5,8,-7,6,2,2
CN(C)S(=O)(=O)N1CCN(S(=O)(=O)c2ccc(F)cc2)CC1,10,9,-6,-9,10,-4,12,7,-6
CN1CCN(CC(C)(C)NS(=O)(=O)c2ccc(Cl)cc2)CC1,-7,-5,20,18,-4,-9,-9,-3,-9
Cn1ccnc1SCC(=O)NC1CCCCC1,nt,1,2,3,-2,0,5,3,nt
COc1cc(C)nc(NC(=O)COc2ccc(Cl)cc2C)n1,-4,-2,-6,23,-4,-4,-16,-4,-5
C[C@@H]1CCC[C@H](C)N1NC(=O)c1ccc(Cl)c(S(N)(=O)=O)c1,-5,nt,4,0,-5,8,7,3,2
Cn1c(SCC(=O)N2CCc3ccccc32)nnc1C1CC1,4,-1,-7,9,5,5,3,6,-4
Cc1ccc(NC(=O)c2ccc(F)c(S(=O)(=O)N3CCOCC3)c2)cc1F,5,3,-15,-1,9,5,2,1,-3
CC(=O)Nc1c(O)[nH]c2ccccc12,2,-9,-18,26,6,8,6,6,2
Cc1occc1-c1nnc(SCC(=O)c2c[nH]c3ccccc23)n1C,nt,7,15,7,7,1,-2,3,nt
CC(=O)N1CCc2cc(S(=O)(=O)NC(CC(C)C)C(=O)Nc3ccc4c(c3)OCCO4)ccc21 (stereo not given),3,4,5,3,8,2,-3,1,-6
COCc1[nH]nc2c1C(c1ccccc1Cl)C(C#N)=C(N)O2 (stereo not given),nt,-3,-13,20,-3,-1,-8,2,nt
COc1ccc(CNC(=O)C(NS(=O)(=O)c2ccc3c(c2)CCCN3C(C)=O)C(C)C)cc1 (stereo not given),1,-5,-5,10,0,3,-2,4,4
N#Cc1c(-c2cccnc2)c2c([nH]c1=S)CCCC2,1,6,6,-14,6,2,4,4,-1
Cc1ccc2c(c1)NC(=O)C(CC(=O)N(C)Cc1ccccc1)O2 (stereo not given),1,1,8,4,6,10,3,0,0
O=C(c1cc2ccccc2o1)N1CCN=C1SCc1cccc(F)c1,4,-3,-5,20,-3,10,7,6,0
O=C(COc1ccc(S(=O)(=O)N2CCCCC2)cc1)NCc1ccncc1,2,0,7,3,2,11,13,8,-3
COc1ccc(OC)c(N(CC(=O)Nc2ccc(NC(C)=O)cc2)S(C)(=O)=O)c1,-2,-1,-15,3,1,12,7,6,3
COCCOCC(O)CN1CCN(c2ccccc2)CC1 (stereo not given),5,2,-17,4,14,11,-5,2,3
CC1C(c2ccccc2)N(C)CCC12NC(=O)NC2=O (stereo not given),8,3,-4,-6,8,5,1,2,3
O=C(NCCc1ccccc1)C1CCCN(S(=O)(=O)c2cccnc2)C1 (stereo not given),-2,2,-12,6,1,2,-5,-2,3
CS(C)(=O)=NS(=O)(=O)c1ccc(Cl)cc1,2,2,2,17,5,7,-3,3,0
# (cont.)
SMILES,ROCK2 inh,CatB block,RORa activator,AP ELISA ortho,PKA inh,Ec RNAP inh,CatS inh,CatB mix inh,JNK3 blocker
C=CCn1c(=O)/c(=C/c2ccc(F)cc2)s/c1=C(\C#N)c1nnc2n1CCCCC2,9,4,1,15,12,0,1,5,1
CCN(CC)CCN1C(=O)C(O)=C(C(=O)c2cc3ccccc3o2)C1c1cccnc1 (stereo not given),6,3,8,nt,7,nt,nt,nt,-6
O=c1c(O)c(-c2cccs2)oc2ccccc12,6,4,-28,-3,7,12,6,2,-5
CCC(=O)c1cc(F)c(N2CCN(C(=O)c3ccco3)CC2)cc1C,6,4,-2,-3,11,6,9,5,-4
CCC(=O)Nc1nn(C)c2nc3c(C)cccc3cc12,-4,3,-7,7,-2,-3,-12,4,-7
O=C(CCN1CCN(CCC(=O)c2ccccc2)CC1)c1ccccc1,2,10,-7,1,7,11,12,4,9
COC(=O)CSc1nnc([C@H](CC(C)C)NC(=O)OC(C)(C)C)o1,5,1,-12,12,0,nt,4,-4,3
Nc1nc2c3ccccc3nc(C3CC3)n2n1,6,0,4,10,1,9,1,9,7
CCCS(=O)(=O)N1CCCC(C(=O)NC2CCCC(C)C2C)C1 (stereo not given),10,1,19,9,7,1,-1,4,-1
Cc1cc(C)c(NC(=O)NC(=O)c2ccc(F)cc2)c(C)n1,-6,0,-3,11,-1,0,-4,3,0
Cc1noc(C)c1CSc1ccc2ccccc2n1,8,0,-28,1,13,2,-3,-1,7
COc1ccccc1N1CCN(c2cc(N3CCCC3)nc(C)n2)CC1,-9,-1,-13,2,1,2,10,4,-6
O=C(COC(=O)c1cccnc1Nc1cccc(C(F)(F)F)c1)NCCN1C(=O)CSC1=O,2,4,-21,2,2,2,-3,3,1
COC(=O)C1=C(C)N(c2ccc(OC)c(OC)c2)C(=O)C1,6,3,-6,11,10,3,5,-2,-4
O=C(NC1CCCC1)C1CCCN1C(=O)Nc1ccccc1 (stereo not given),5,-1,-14,-4,6,7,-1,2,1
CCOC(=O)Cn1nnnc1C(CC)N(Cc1cccs1)Cc1cc2cc(C)ccc2[nH]c1=O (stereo not given),-4,-2,9,8,-7,5,5,-4,-4
C=CCOC(=O)CC(NC(=O)c1ccccc1)c1ccccc1 (stereo not given),1,3,2,3,11,5,-2,12,2
O=C(O)CC(O)C(=O)O (stereo not given),-3,-1,7,0,4,2,-8,3,1
CC(=O)N1CCc2cc(Br)cc(S(=O)(=O)NCC3CCCO3)c21 (stereo not given),6,-2,0,0,7,-8,-6,-2,4
CCOC(=O)CN1C(=O)c2ccccc2C1=O,1,nt,1,nt,0,nt,nt,nt,-3
O=C(NCCCn1ccnc1)c1cccc(S(=O)(=O)Nc2ccccc2F)c1,nt,4,0,13,5,6,2,4,nt
CS(=O)(=O)Nc1ccc(C(=O)NCc2cccnc2)cc1,3,1,2,9,3,13,-10,-4,-2
CCSc1nnc(NC(=O)CSc2nnc(Cc3cccn3C)n2-c2ccc(F)cc2)s1,7,4,-24,3,4,3,1,6,1
CCOc1cccc(/C(O)=C2/C(=O)C(=O)N(CCOC)C2c2ccco2)c1 (stereo not given),nt,6,-9,-1,7,3,10,6,nt
CCOc1ccc(C2=Nn3c(nnc3-c3ccc(OC)cc3)SC2)cc1,4,-1,16,7,2,11,7,-6,4

# Just JNK3 blocker and CatB block, for some of the entries so far:
SMILES	JNK3 blocker	CatB block
Cc1noc(C)c1CSc1ccc2ccccc2n1	7	0
CCN(CC)CCN1C(=O)C(O)=C(C(=O)c2cc3ccccc3o2)C1c1cccnc1 (stereo not given)	-6	3
CCOC(=O)CN1C(=O)c2ccccc2C1=O	-3	nt
CCCS(=O)(=O)N1CCCC(C(=O)NC2CCCC(C)C2C)C1 (stereo not given)	-1	1
COc1ccccc1N1CCN(c2cc(N3CCCC3)nc(C)n2)CC1	-6	-1

# Next section:
SMILES,ROCK2 inh,CatB block,RORa activator,AP ELISA ortho,PKA inh,Ec RNAP inh,CatS inh,CatB mix inh,JNK3 blocker
CC(=O)Cn1c(N2CCC(Cc3ccccc3)CC2)nc2c1c(=O)[nH]c(=O)n2C,5,-2,28,2,10,nt,0,9,-3
CCNC(=O)CSc1nc2cc(OC)c(OC)cc2c(=O)n1CCC1=CCCCC1,5,-6,-30,23,2,-3,-3,35,0
O=C(C1CC1)N(Cc1ccco1)c1nc(-c2ccccc2)cs1,10,7,3,-11,8,10,15,3,8
CC(CN1CCOCC1)OC(=O)c1ccccc1Br (stereo not given),-1,-4,-5,10,-7,1,-2,6,3
COc1ccc2c(=O)c3c(=O)n(Cc4ccco4)c(C4CCCCC4)nc3oc2c1,-13,-3,-7,26,-8,nt,-8,-9,4
COC(=O)C1=C(C)Nc2nc(-c3ccccc3)nn2C1c1ccc(C)o1 (stereo not given),2,9,26,12,3,7,15,3,-2
Cc1cc(NC(=O)CSc2nnc(Cn3c(=O)sc4ccccc43)n2-c2ccccc2C)no1,-14,4,-22,-3,0,-4,1,1,-6
COc1ccccc1C(=O)OCC(=O)Nc1ccc(OC(F)F)cc1,5,5,-13,6,6,5,7,3,-5
COc1cc(NC(=O)c2ccc(COc3ccccc3Br)o2)cc(OC)c1OC,1,0,-21,14,-1,4,10,-3,20*
Cn1c(=O)c(C(=O)Nc2ncccc2O)c(O)c2ccccc21,nt,-3,8,-8,9,3,4,-5,nt
Cn1c(C(=O)N2CCCC(C(=O)NCc3cccs3)C2)cc2sccc21 (stereo not given),4,-2,2,14,8,1,-17,1,1
O=C(O)C1CC=CCC1C(=O)Nc1ccc(F)c(F)c1 (stereo not given),6,1,-8,19,7,6,5,2,7
COc1ccc(NS(=O)(=O)c2ccc(N)c(C(=O)O)c2)cc1,8,-2,-2,14,1,0,-4,2,-1
CN1CCN(CCCNC(=O)Nc2cccc3ccccc23)CC1,-6,4,-29,12,-2,-6,-7,1,-4
CC1CCc2cc(F)cc3c(=O)c(C(=O)O)cn1c23 (stereo not given),2,1,-14,0,-1,7,20,-8,0
Cc1ccc(CCNC(=O)CS(=O)Cc2nc(-c3cccc(C)c3)oc2C)cc1 (stereo not given),1,9,0,18,-4,6,0,0,5
Cc1ccc(C(=O)CSc2nnc(-c3ccccc3N)n2C)cc1,-1,3,12,5,6,6,-19,-7,6
C=CCN(CC=C)S(=O)(=O)c1ncn[nH]1,3,2,0,4,4,5,-2,0,8
Cc1ccc(S(=O)(=O)NC(CC(N)=O)C(=O)O)cc1 (stereo not given),3,5,8,10,13,7,-1,7,8
CCOc1ccc(CCNC(=O)c2oc3c(c2C)-c2[nH]ncc2CC3)cc1OCC,7,2,15,12,10,0,-1,1,7
COc1ccc(C(CC(=O)O)NS(=O)(=O)c2ccc(C)cc2)cc1OC (stereo not given),6,3,-13,14,12,-1,-4,-2,-4
CCOC(=O)c1nnc2cc(-c3ccccc3)nn2c1C,2,-1,33,9,5,8,3,2,5
CC(C)N1C(=O)CN(C2CCCCCC2)C(=O)C1c1ccccc1F (stereo not given),nt,0,46,-10,3,8,3,0,nt
CCC(C)(C)n1nnnc1C(c1cc2cc(OC)ccc2[nH]c1=O)N1CCc2ccccc21 (stereo not given),6,2,-11,2,11,2,-9,3,0
O/N=C(\c1ccc(Cl)cc1)c1cc2ccccc2o1,2,2,-8,9,0,10,8,7,4
# (further entries)
SMILES,ROCK2 inh,CatB block,RORa activator,AP ELISA ortho,PKA inh,Ec RNAP inh,CatS inh,CatB mix inh,JNK3 blocker
CCOCCCNS(=O)(=O)c1ccc2c(c1)CCN2C(=O)CC,nt,6,11,-7,2,-2,15,6,nt
COC(=O)Cn1c(CN2CCc3ccccc3C2)nc2c1c(=O)n(C)c(=O)n2C,5,0,2,11,7,9,5,4,2
CCCS(=O)(=O)N1CCC(C(=O)NCCc2ccccc2)CC1,5,1,0,6,6,-9,-2,-1,-8
CCOc1ccc(NC(=O)c2ccccc2NC(=O)CN2CCN(C(C)=O)CC2)cc1,1,-2,17,1,11,5,5,-1,6
Cn1c(-c2ccc(Br)o2)nc2ccccc21,-24,1,73*,9,-13,7,15,4,-7
Cc1nc(CC(=O)N2CCN(c3cccc(C)c3C)CC2)cs1,2,-1,-14,-10,4,0,-4,-4,4

# Copied from the list:
# `CCOc1ccc(NC(=O)c2ccccc2NC(=O)CN2CCN(C(C)=O)CC2)cc1` – AP ELISA ortho: 1
# `Cc1nc(CC(=O)N2CCN(c3cccc(C)c3C)CC2)cs1` – CatS inh: -4
